# Nrf2 activator – Nrf2 pathway activation | AREc32 ARE-luciferase reporter (MCF7-derived line), luminescence, 24 h | Potency, µM (doses to about 46.1 µM), without a hit: top-dose activation, hits mostly activators | hit rate 0.31% among 410,000 | AID 624171; also: % of control where 0% means no effect; nearly all actives have a fitted effect of over 65% in size
#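 AREc32 cells carrying an ARE-driven firefly luciferase, 1000 cells/well in OPTI-MEM with 5% FBS, dosed after overnight attachment and incubated 24 hr at 37 deg C. Steady-Glo luminescence read after 30 min at RT.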
# ATXN viability – reduces viability in counter-screen for ATXN expression inhibitors; S2 cells (HEK-293 line with an ATXN2-luciferase reporter) viability, CellTiter-Fluor protease fluorescence, 24 h; AID 651635; Potency, µM (highest dose often 56.7 µM), hits mostly cytotoxic; hit rate 0.49% among 400,000; also: nearly all actives have a fitted effect of over 40% in size
# HepG2 viability – HepG2 cytotoxicity, counter-screen for TGF-b inhibitors; AID 588856; hit rate 0.76% among 410,000; HepG2 CAGA-GFP viability, ATP luminescence, 18 h; Potency, µM (titrated, usually from 46.1 µM), for inactives: at the top dose activity change, negative = cytotoxicity, hits mostly cytotoxic; also: some results filed as inactive show a strong effect at the top dose
#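 HepG2 CAGA-GFP cells (1000/well, DMEM with 1% FBS) received compound, then TGF-beta at 500 pg/mL final, and were incubated 18 hours at 37 degrees C. Viability was read by CellTiter-Glo luminescence. Media-only wells were set as complete cell-killing and DMSO as no toxicity.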
# EPAC2 antagonist – EPAC2 (human) antagonism; AID 720708; EPAC2 GEF exchange of Rap1B-BODIPY-GDP, fluorescence; hit rate 0.18% among 360,000; Q8WZA2; Potency, µM (doses to about 114 µM), for inactives: at the top dose activity, negative = inhibition, most hits filed as inhibitors; also: % is scaled to controls: 0 for no effect and ±100 for the full control effect; nearly all actives have a fitted effect of over 45% in size; many of its hits are not listed in these tables
# Target sequence (Q8WZA2 whole entry, looked up): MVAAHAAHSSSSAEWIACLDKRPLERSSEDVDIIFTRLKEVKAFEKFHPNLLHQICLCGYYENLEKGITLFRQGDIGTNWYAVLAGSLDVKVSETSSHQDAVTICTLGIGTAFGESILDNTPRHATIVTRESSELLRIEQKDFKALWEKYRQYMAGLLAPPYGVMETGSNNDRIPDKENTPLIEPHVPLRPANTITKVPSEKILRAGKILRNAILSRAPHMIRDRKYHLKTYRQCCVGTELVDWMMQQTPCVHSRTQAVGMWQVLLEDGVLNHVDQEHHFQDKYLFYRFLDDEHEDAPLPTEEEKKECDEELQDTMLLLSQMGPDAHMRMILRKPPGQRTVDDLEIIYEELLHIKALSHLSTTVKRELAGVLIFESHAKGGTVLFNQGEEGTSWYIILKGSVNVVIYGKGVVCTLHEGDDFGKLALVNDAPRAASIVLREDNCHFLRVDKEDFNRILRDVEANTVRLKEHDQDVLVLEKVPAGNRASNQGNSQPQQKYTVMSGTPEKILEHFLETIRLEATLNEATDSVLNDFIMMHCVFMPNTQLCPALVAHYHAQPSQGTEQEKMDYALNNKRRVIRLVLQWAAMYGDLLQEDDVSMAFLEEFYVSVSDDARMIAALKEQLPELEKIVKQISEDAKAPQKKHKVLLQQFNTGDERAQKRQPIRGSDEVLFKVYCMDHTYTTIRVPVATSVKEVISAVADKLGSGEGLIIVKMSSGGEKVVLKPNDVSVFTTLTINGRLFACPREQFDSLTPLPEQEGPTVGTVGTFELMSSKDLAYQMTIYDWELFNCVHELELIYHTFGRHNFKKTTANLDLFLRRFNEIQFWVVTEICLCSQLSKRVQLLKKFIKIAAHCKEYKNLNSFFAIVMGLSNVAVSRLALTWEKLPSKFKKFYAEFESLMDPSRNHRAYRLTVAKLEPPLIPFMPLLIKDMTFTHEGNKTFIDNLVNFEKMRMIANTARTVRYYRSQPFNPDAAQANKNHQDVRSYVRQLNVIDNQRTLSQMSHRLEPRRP
# A549 tox – A549 cytotoxicity, counter-screen for Nrf2 inhibitors | A549 ARE-Fluc cells, CellTiter-Fluor viability, 18-24 h | Potency, µM (series often up to 46 µM), for the others: at the highest dose activity change, negative = cytotoxicity, hits mostly inhibitors | hit rate 0.16% among 390,000 | AID 504648; also: % is scaled to controls: 0 for no effect and ±100 for the full control effect
#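 Cytotoxicity counterscreen: CellTiter-Fluor fluorescence was measured in A549 ARE_Fluc cells after 18-24 h of compound exposure in a concentration series. The subsequent BugLite luminescent read reports ARE-luciferase activity.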
# Nrf2 inh – inhibitors of Nrf2 signaling | hit rate 2.1% among 360,000 | A549 ARE-Fluc reporter, luciferase luminescence, 18-24 h | Potency, µM (series often up to 46 µM), without a hit: top-dose activity change, negative = inhibition, actives largely listed as inhibitors | AID 504444; also: % is scaled to controls: 0 for no effect and ±100 for the full control effect; nearly all actives have a fitted effect of over 60% in size
#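 A549 ARE_Fluc cells (5000/well, 5% FBS OPTI-MEM) pre-incubated 2 h, then treated with compounds 18-24 h at 37C/5% CO2 in concentration-response. CellTiter-Fluor viability read first; BugLite luciferase luminescence after 15 min at room temperature gives Nrf2 activity.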
# ATXN2 expr inh – reduces ATXN2 reporter expression in HEK-293 cells; hit rate 0.72% among 360,000; Potency, µM (highest dose often 57 µM), for inactives: at the top dose activity change, negative = inhibition, usual class: inhibitors; HEK-293 ATXN2-luciferase reporter, luminescence, 24 h; also: % is scaled to controls: 0 for no effect and ±100 for the full control effect; nearly all actives have a fitted effect of over 55% in size
#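 ATXN2-luciferase reporter cells (luciferase flanked by upstream and downstream ATXN2 gene portions) were treated 24 h at 37 °C with compounds at up to 57 uM. SteadyGlo luminescence gave expression; GF-AFC fluorescence gave viability.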
# TGFb inhibitor – TGF-b pathway inhibition | HepG2 CAGA-GFP TGF-b/SMAD3 reporter, GFP fluorescence, 18 h; TGF-beta stimulated, 500 pg/mL final | Potency, µM (titrated, usually from 46.1 µM), inactives show at the top dose activity, negative = inhibition, most hits filed as inhibitors | hit rate 1.2% among 410,000 | AID 588855; also: % is scaled to controls: 0 for no effect and ±100 for the full control effect; nearly all actives have a fitted effect of over 65% in size
#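 GFP signal (ex488/em500-530) from TGF-beta-stimulated HEPG2 CAGA-GFP cells, 500 pg/mL final, 18 h at 37 degrees C in DMEM plus 1% FBS, normalized to unstimulated and DMSO-stimulated controls.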
# MCF10A rerep – DNA re-replication induction in MCF 10a cells; hit rate 2.9% among 350,000; Potency, µM (top dose mostly 46.1 µM), inactives show at the highest dose activity, positive = re-replication, usual class: activators; MCF 10A DNA re-replication, Hoechst nuclear intensity, 48 h; also: % of control where 0% means no effect; nearly all actives have a fitted effect of over 50% in size
# Starred values were filed as active, the others as inactive; i = inactive; ? = inconclusive; / = no result given; & = joins results of further samples; ! = not confirmed by another sample; [ ] = remark or other dose. Calls follow the shape of the dose curve; as a rule, active = well fitted curve in the direction sought with a large enough effect; inconclusive = small, poorly fitted or top-dose-only effect, or another doubt; inactive = no such curve, though single readings can be large; an effect the other way counts as inactive or inconclusive. Potency is read from the fitted curve at half-maximal effect.
nr	SMILES	Nrf2 activator	ATXN viability	HepG2 viability	EPAC2 antagonist	A549 tox
1	Cc1nc2c(-c3ccccc3)c(C)nn2c(N)c1-c1ccccc1	5.1%	i	10%	-2%[57.1 µM]	-11%
2	COCCN1CC(C(=O)N2CCC(Oc3ccccc3OC)CC2)CCC1=O (configuration not stated)	-0.4%	i	27%	2%	-1%
3	CC(=O)Nc1ccc(C(=O)OCC(=O)c2ccc(F)cc2)cc1	-1.0%	i	-6%	4%	-3%
4	O=C(CCCC(=O)Nc1cccc(Br)c1)N/N=C/c1cc([N+](=O)[O-])ccc1O	-1.6%	i	-36%	-3%	-2%
5	COc1ccc(C)cc1S(=O)(=O)N1CCN(C(=O)c2ncoc2-c2ccccc2F)CC1	-0.8%	?	-19%	6%	-1%
6	Cn1c(=O)c2[nH]c(NN=Cc3ccc(F)cc3)nc2n(C)c1=O	-0.6%	i	-2%	-3%	-3%
7	COc1ccccc1CNC(=O)COC(=O)CCN=C1NS(=O)(=O)c2ccccc21	-0.5%	?	6%	12%	-6%
8	Clc1ccc(N2O[C@H]3C=C[C@@H]2C3)nc1	6.9%	i	-34%	31%[activator]	/
9	CC(C)C(=O)NCc1cc(-c2ccc(Cl)cc2)no1	-0.6%	i	3%	10%	5%
10	CCOC(=O)c1cnc2ccc(OC)cc2c1NCCc1ccc(OC)c(OC)c1	0.1%&0.3%	?	-47%&23%	-3%	?
11	CCn1c(SCC(=O)Nc2cc(Cl)ccc2OC)nc2c([nH]c3ccccc32)c1=O	3.7%	i	-1%	/	-1%
12	COC(=O)c1ccc(NC(=O)CSc2nc(=O)cc(N)n2-c2ccccc2)cc1	4.6%	i	-13%	-3%[57.1 µM]	-1%
13	CN(C)CCC(O)(c1ccccc1)c1ccccc1Cl (configuration not stated)	0.1%	i	7%	6%	0%
14	COc1cccc(C2=CC(=O)CC(c3ccco3)C2)c1 (configuration not stated)	10.0%	i	-2%	-22%	-5%
15	Cc1c(NC(=O)c2ccc(N(Cc3ccccc3)S(C)(=O)=O)cc2)c(=O)n(-c2ccccc2)n1C	-0.2%	i	-11%	6%	5%

nr	Nrf2 inh	ATXN2 expr inh	TGFb inhibitor	MCF10A rerep
1	?	113%[activator]	18%	?
2	8%	-4%	14%	0%
3	7%	11%	-7%	1%
4	19%	?	?	-2%
5	-1%	-27%	-4%	16%
6	2%	-14%	7%	0%
7	14%	10%	3%	10%
8	/	9%	-21%	/
9	11%	4%[11.3 µM]	-1%	-1%
10	16µM*	28µM*!	16µM*!	8%
11	/	7%	40%[activator]	/
12	-5%	/	-4%	-8%
13	9%	1%	12%	-1%
14	14%	12%	12%	15%
15	9%	3%	2%	3%

# Among those listed so far, these contain a Cl atom:
nr	SMILES	Nrf2 activator	ATXN viability	HepG2 viability	EPAC2 antagonist	A549 tox
8	Clc1ccc(N2O[C@H]3C=C[C@@H]2C3)nc1	6.9%	i	-34%	31%[activator]	/
9	CC(C)C(=O)NCc1cc(-c2ccc(Cl)cc2)no1	-0.6%	i	3%	10%	5%
11	CCn1c(SCC(=O)Nc2cc(Cl)ccc2OC)nc2c([nH]c3ccccc32)c1=O	3.7%	i	-1%	/	-1%
13	CN(C)CCC(O)(c1ccccc1)c1ccccc1Cl (configuration not stated)	0.1%	i	7%	6%	0%

nr	Nrf2 inh	ATXN2 expr inh	TGFb inhibitor	MCF10A rerep
8	/	9%	-21%	/
9	11%	4%[11.3 µM]	-1%	-1%
11	/	7%	40%[activator]	/
13	9%	1%	12%	-1%

# More structures:
nr	SMILES	Nrf2 activator	ATXN viability	HepG2 viability	EPAC2 antagonist	A549 tox
16	COc1ccc(CCNCc2csc3nc4ccccc4n23)cc1OC	0.8%	i	-11%	-4%	-10%
17	O=C(NCc1ccc2c(c1)OCO2)c1ccc(C2SCC(=O)N2Cc2ccco2)cc1 (configuration not stated)	4.3%	i	2%	-3%	-9%
18	OCCNCc1cccc(-c2ccccc2)c1O	2.4%	i	-26%	-1%	-2%
19	CCN(CC(=O)Nc1ccc2c(c1)OCCO2)C(=O)c1cc(S(=O)(=O)N2CCOCC2)ccc1F	-0.2%	i	0%	3%	-15%
20	O=C1C2CC(O)CN2C(=S)N1Cc1ccccc1 (configuration not stated)	0.1%	/	-4%	-2%	3%
21	COc1ccc(NC(=O)CSC2=Nc3ccccc3C3=NC(CC(=O)NCCc4ccccc4)C(=O)N23)cc1 (configuration not stated)	5.8%	?	-25%	/	-8%
22	Fc1ccccc1COc1ccc(Br)cc1CNCc1ccncc1	-0.5%	i	-41%	-3%	6%
23	COC(=O)c1ccccc1NC(=O)CSc1nnc(-c2ccncc2)o1	2.2%	i	-21%	15%	-6%
24	C=CCOC(=O)C1=C[C@@H](c2cn(C(C)=O)c3ccccc23)C[C@@H](OCCCCO)O1	5.2%	i	4%	-10%	-3%
25	O=C(c1ccc(NC2=NC3CS(=O)(=O)CC3S2)cc1)N1CCN(c2ccc(F)cc2)CC1 (configuration not stated)	0.3%	i	-6%	6%	5%
26	N#CCCn1cc(C(N)=O)c(-c2cccs2)n1	-1.5%	i	-15%	7%	6%
27	O=C(CN1C(=O)COc2ccccc21)N1CCc2ccccc21	-0.5%	i	-1%	10%	-4%
28	COc1ccc(N(C(=O)c2snc(C(N)=O)c2N)C(C(=O)NCc2ccccc2)c2ccc(O)cc2)cc1OC (configuration not stated)	-0.4%	i	12%	-5%	-10%
29	COc1ccc(-c2nn(-c3ccccc3)cc2/C=N/N=C(N)N)cc1OC	-3.3%	/	-101%	-2%	-17%
30	C/C(=N/Nc1ccccc1[N+](=O)[O-])c1ccc([N+](=O)[O-])cc1	7.8%	i	-26%	0%	10%

nr	Nrf2 inh	ATXN2 expr inh	TGFb inhibitor	MCF10A rerep
16	/	-15%	?	9%
17	-22%	-1%	-1%	11%
18	-1%	1%	-14%	-8%
19	2%	-5%	0%	-1%
20	0%	-10%	14%	2%
21	/	4%	-1%	/
22	-7%	-24%	-11%	?
23	4%	-5%	-5%	-4%
24	13%	7%	-2%	-1%
25	2%	-7%	-6%	10%
26	5%	-3%	20%	-4%
27	4%	7%	-13%	15%
28	-3%	3%	30%	17%
29	0%	?	?	?
30	3%	/	-9%	-4%

# Next records:
nr	SMILES	Nrf2 activator	ATXN viability	HepG2 viability	EPAC2 antagonist	A549 tox
31	CSC1=NC=C(C#N)C2=NC(c3ccc(Cl)cc3)NN12 (configuration not stated)	4.6%	i	-2%	-9%	/
32	Cc1ccc(NS(=O)(=O)c2cccc(C(=O)N/N=C/c3ccc4c(c3)OCCO4)c2)c(C)c1	0.4%	i	-9%	0%	9%
33	C/C(=N\NC(=O)COc1ccc(C)cc1[N+](=O)[O-])c1cccs1	2.9%	i	-4%	0%	1%
34	CC(C)Oc1ccc(CC2CCC(=O)N(C)C2=O)cc1 (configuration not stated)	-0.3%	i	-13%	2%	-3%
35	C/C(=N\Nc1nccnc1Cl)c1ccc(Cl)c(Cl)c1	14µM*	i	0%	1%	2%
36	COc1cc2c(c(OC)c1OC)C(=O)C(=Cc1ccccc1)O2	16µM*	i	-26%	-5%	6%
37	NC(=O)c1nsc(C(=O)N(c2cccc(F)c2)C(C(=O)NCC2CCCO2)c2c[nH]c3ccccc23)c1N (configuration not stated)	16%	i	0%	-18%	0%
38	COc1cc(/C=C(/C#N)c2ccccc2)ccc1Oc1ccc([N+](=O)[O-])cn1	1.6%	i	-11%	-8%	?
39	CC(=O)Nc1nc(=S)ss1	-0.4%	i	4%	-2%	-2%
40	S=C(NCCc1ccccn1)Nc1ccccc1Cl	-0.1%	i	-10%	10%[57.1 µM]	18%
41	O=C(COc1ccc(Br)cc1)Nc1ccncc1	-0.4%	i	-21%	-5%	-8%
42	Cc1ccc(C(=O)NCc2ccccn2)c(Cl)c1	0.3%	i	8%	0%	-4%
43	CNC(=O)C[C@H]1C(=O)N(Cc2ccccc2)C[C@@H]1C	0.3%	i	3%	-6%	/
44	O=C(CS(=O)(=O)Cc1ccccc1)Nc1ccc2c(c1)OCO2	1.7%	?	18%	7%	-6%
45	O=C(CC(Nc1cccc(Cl)c1Cl)C(=O)OCC(=O)c1cccs1)c1ccccc1 (configuration not stated)	26%	i	6%	-4%	-3%

nr	Nrf2 inh	ATXN2 expr inh	TGFb inhibitor	MCF10A rerep
31	/	12%	2%	/
32	19%	1%	-30%	?
33	5%	27%	1%	12%
34	4%	-1%	2%	0%
35	?	20%	?	7%
36	?	20%	-1%	?
37	3%	5%	-13%	?
38	15µM*	-21%	11%	19%
39	-4%	-7%	-2%	2%
40	-7%	/	-12%	14%
41	?	-2%	-18%	-2%
42	22%	28%	2%	0%
43	/	13%	3%	/
44	2%	1%	15%	9%
45	-10%	2%	-12%	?

# (listing goes on)
nr	SMILES	Nrf2 activator	ATXN viability	HepG2 viability	EPAC2 antagonist	A549 tox
46	N/C(CCS(=O)(=O)c1ccc(Cl)cc1)=N\OC(=O)c1ccccc1Cl	11%	?	-4%	-3%	-12%
47	CCN(CC)c1ccc(NS(=O)(=O)c2ccc(-c3cnc(C4CC4)o3)cc2)c(C)c1	-1.0%	?	-22%	/	-15%
48	CC1CCC(NC(=O)c2ccc3nc[nH]c3c2)CC1 (configuration not stated)	0.4%	i	-21%	-7%	-1%
49	O=C(NCc1ccccc1)C1CCN(C(=O)Cc2ccccc2)CC1	2.7%	i	-1%	0%	-6%
50	COc1ccccc1C(=O)NCCC(=O)N1CC(C)OC(C)C1 (configuration not stated)	0.4%	i	1%	3%	1%

nr	Nrf2 inh	ATXN2 expr inh	TGFb inhibitor	MCF10A rerep
46	-18%	-12%	-17%	7%
47	/	?	?	/
48	?	63%[activator]	2%	-5%
49	14%	-2%	-8%	0%
50	3%	7%	?	-1%

# Some of the compounds tested; rates above refer to the full screens.
